Screens from PubChem.
Calpain2 inh: inhibitors of pig calpain II | purified calpain II, fluorogenic peptide substrate, 30 min | hit rate 0.37% among 220,000 | inhibition, % at 16 µM | AID 1236;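 active means inhibition above about 50%, limit read from the data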
Tb hexokinase: T. brucei hexokinase 1 inhibition; recombinant TbHK1, G6PDH-coupled NADH A340; inhibition, % at 10 µM; hit rate 0.11% among 220,000;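 active means inhibition of 50% or more in the single-dose primary screen; inactive means inhibition below 50%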
Runt-SMMHC FRET: Runt domain-CBFb-SMMHC interaction inhibition; inhibition, % at 20 µM; Cerulean-Runt/Venus-CBFb-SMMHC FRET ratio 530/480, 1 h; hit rate 0.74% among 220,000; Q01196+Q13951;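 active means mean inhibition across duplicate retests at 20 µM reaching about 50%, limit read from the data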;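 further: 0% = DMSO wells and 100% = wells with excess untagged CBFb-SMMHC; inhibitors lower the FRET ratio by blocking Runt binding to CBFb-SMMHC; some results filed as inactive read as strong as hits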
Target sequence (Q01196 whole entry, looked up, the tested form may be a part): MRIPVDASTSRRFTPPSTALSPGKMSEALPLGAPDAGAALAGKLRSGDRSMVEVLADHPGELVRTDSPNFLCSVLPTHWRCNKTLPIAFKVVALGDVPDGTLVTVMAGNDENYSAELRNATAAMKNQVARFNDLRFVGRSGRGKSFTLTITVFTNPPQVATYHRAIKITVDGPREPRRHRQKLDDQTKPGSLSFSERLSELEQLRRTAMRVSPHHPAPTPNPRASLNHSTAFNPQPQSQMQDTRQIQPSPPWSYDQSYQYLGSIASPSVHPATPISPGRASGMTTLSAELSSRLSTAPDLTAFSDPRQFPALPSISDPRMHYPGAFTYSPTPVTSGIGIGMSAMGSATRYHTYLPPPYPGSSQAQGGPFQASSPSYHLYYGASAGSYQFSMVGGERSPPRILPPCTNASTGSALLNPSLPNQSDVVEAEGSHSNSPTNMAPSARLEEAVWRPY
Target sequence (Q13951 whole entry, looked up, the tested form may be a part): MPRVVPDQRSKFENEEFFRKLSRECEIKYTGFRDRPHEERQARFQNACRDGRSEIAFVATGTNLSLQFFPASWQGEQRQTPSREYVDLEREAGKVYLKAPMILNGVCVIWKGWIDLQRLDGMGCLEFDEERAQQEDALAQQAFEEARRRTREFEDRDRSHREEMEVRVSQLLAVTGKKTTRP
NCF1 inh: inhibitors of human p47phox binding; P14598; p47phox/p22phox peptide binding, fluorescence polarization, 2 h; inhibition, % at 24.7 µM; hit rate 0.53% among 220,000; AID 1274;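 active means inhibition above about 30%, limit read from the data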;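 further: 0% = p47phox with labelled peptide and 100% = labelled peptide alone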
Runt-CBFb FRET: Runt domain-CBFb interaction inhibition; Q01196+Q13951; Cerulean-Runt/Venus-CBFb FRET ratio 530/480, 1 h; inhibition, % at 20 µM; hit rate 0.46% among 220,000; AID 1496;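 active means inhibition over about 50% at 20 µM in the single-dose screen, limit read from the data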;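 further: 0% = DMSO wells and 100% = excess unlabeled CBFb competitor control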
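Assay system: Cerulean-tagged RUNX1 Runt domain (FRET donor) fusion protein / Amount: 100 nM each of Venus-CBFb and Cerulean-Runt domain / Medium: Tris buffer pH 7.5 with salts and BSA / Also added: Venus-CBFb 100 nM / Schedule: 1 h complex formation plus 1 h compound treatment, room temperature / Signal: FRET fluorescence / Read-out: loss of energy transfer signal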
RBBP9 inh: inhibitors of human serine hydrolase RBBP9. recombinant RBBP9, FP-Rh probe fluorescence polarization. inhibition, % at 7.94 µM. hit rate 0.2% among 220,000;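 active means inhibition above the campaign mean of all tested compounds plus 3 SD, cut at about 14% in these data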;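 further: plate controls were DMSO wells with RBBP9 for no effect and wells lacking RBBP9 protein for full effect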
Target sequence (O75884 whole entry, looked up): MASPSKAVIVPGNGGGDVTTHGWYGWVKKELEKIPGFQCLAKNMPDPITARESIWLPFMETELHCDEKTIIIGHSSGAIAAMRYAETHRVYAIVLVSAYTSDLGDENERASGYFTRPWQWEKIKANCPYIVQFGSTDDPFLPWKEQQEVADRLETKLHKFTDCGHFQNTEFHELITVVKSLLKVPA
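Test system: recombinant human RBBP9. Quantity: 2.5 µM RBBP9 dispensing solution, before mixing. Detection: FP readout at 525/598 nm. Reagent: Serine-hydrolase probe FP-Rh, 375 nM pre-mixing. Measure: % inhibition. Control set: DMSO-treated enzyme wells and wells lacking RBBP9. Buffer or medium: Tris-NaCl-Pluronic buffer, pH 8.0. Times: preincubation 30 min plus labeling 45 min at 25 °C.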
p97 inhibitor: inhibitors of human p97 ATPase. hit rate 0.42% among 220,000. P55072. AID 1481. inhibition, % at 8 µM. recombinant p97 ATPase, Kinase-Glo ATP luminescence, 3 h; in the data active means inhibition above about 15%;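 further: 0% = DMSO vehicle and 100% = wells lacking enzyme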
EBV gp42 block: blocks Epstein-Barr virus glycoprotein 42 binding; inhibition, % (tested at 21.74 µM); Q1HVG2; hit rate 0.42% among 220,000; Fluorescence polarization binding assay, mP read-out; in the data active means inhibition above about 50%
Target sequence (Q1HVG2 whole entry, looked up): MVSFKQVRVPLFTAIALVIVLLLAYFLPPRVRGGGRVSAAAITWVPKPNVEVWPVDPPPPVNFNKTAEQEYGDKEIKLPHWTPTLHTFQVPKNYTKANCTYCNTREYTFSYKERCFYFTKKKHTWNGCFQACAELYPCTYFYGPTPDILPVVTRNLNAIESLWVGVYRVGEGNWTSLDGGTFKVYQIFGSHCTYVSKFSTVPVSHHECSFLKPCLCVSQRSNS
Furin inhibitor: human furin inhibition. hit rate 0.061% among 220,000. purified furin, fluorogenic substrate cleavage. inhibition, % at 30 µM. P09958; in the data active means inhibition above about 25%; further: inactives centre near -15
* hit, by the source's call; nt = not tested or not shown; [ ] = dose if it differs, or a comment.

SMILES	Calpain2 inh	Tb hexokinase	Runt-SMMHC FRET	NCF1 inh	Runt-CBFb FRET	RBBP9 inh	p97 inhibitor	EBV gp42 block	Furin inhibitor
CCCCN1C2CCCC1CC(NC(=O)c1ccc(OC)c(OC)c1)C2 (stereo not drawn)	12	3	0	7	2	-3	10	1	-31
CCOc1ccc(NC(=O)C(Cc2ccccc2)NC(=O)C2CCCCC2)cc1 (stereo not drawn)	-11	6	-3	-8	0	1	3	4	-31
O=c1c2ccccc2nnn1CSc1nnnn1-c1ccccc1	-2	-2	0	-19	nt	-10	0	-5	-15[20 µM]
CC(=O)c1sc(-c2ccc(F)cc2)cc1NS(=O)(=O)c1ccc(C)cc1	14	-7	19	-5	7	-5	-11	0	-11
c1ccc2[nH]c(CSc3ncnc4c3oc3ccccc34)nc2c1	0	9	-6	-28	-2	-17	-3	-12	-10
O=C(Nc1ccc(N=Nc2ccccc2)c(NC(=O)C2CCCO2)c1)C1CCCO1 (stereo not drawn)	-31	-33	0	-6	-4	-2	2	-14	-2
CC(C)CCNC(=O)c1ccc2c(SCC(=O)O)c3c(nc2c1)CCC3	24	-15	-5	2	0	7	9	-9	-6
Cc1cccc(-c2noc(Cc3ccccc3)n2)c1	8	4	-18	-1	-3	-1	-7	-23	-9
CN(C)c1nc(-c2ccccn2)nnc1-c1ccccc1	1	-21	5	-3	3	3	1	-9	-15[20 µM]
Cc1c(CBr)[n+](=O)c2c(n1[O-])C(Br)CCC2Br (stereo not drawn)	3	-9	10	-10	19	0	-2	-20	-15
COc1ccc(C(C(=O)NC(C)(C)C)N(Cc2cccs2)C(=O)CCC(=O)Nc2cc(C)on2)cc1 (stereo not drawn)	-18	-3	1	0	-5	8	-3	-14	-8[20 µM]
CCOC(=O)C1CCCN(C(=S)Nc2cccc(Cl)c2)C1 (stereo not drawn)	6	1	3	-9	2	-5	2	-9	-23
O=C(NNC(=O)C12CC3CC(CC(C3)C1)C2)c1ccccn1	-2	-1	0	-11	2	-1	5	-17	-18
Cc1cc(C)n(CC(O)COCc2ccccc2)n1 (stereo not drawn)	-15	-5	6	-12	-3	-2	1	-14	-4
COC(=O)CNC(=O)C1Cc2ccccc2CN1S(=O)(=O)c1cccs1 (stereo not drawn)	-15	-19	1	-15	0	-3	8	-2	-24

Random excerpt: four records from the list, in no set order.
SMILES	Calpain2 inh	Tb hexokinase	Runt-SMMHC FRET	NCF1 inh	Runt-CBFb FRET	RBBP9 inh	p97 inhibitor	EBV gp42 block	Furin inhibitor
O=C(Nc1ccc(N=Nc2ccccc2)c(NC(=O)C2CCCO2)c1)C1CCCO1 (stereo not drawn)	-31	-33	0	-6	-4	-2	2	-14	-2
CC(C)CCNC(=O)c1ccc2c(SCC(=O)O)c3c(nc2c1)CCC3	24	-15	-5	2	0	7	9	-9	-6
COC(=O)CNC(=O)C1Cc2ccccc2CN1S(=O)(=O)c1cccs1 (stereo not drawn)	-15	-19	1	-15	0	-3	8	-2	-24
O=C(NNC(=O)C12CC3CC(CC(C3)C1)C2)c1ccccn1	-2	-1	0	-11	2	-1	5	-17	-18

Continued:
SMILES	Calpain2 inh	Tb hexokinase	Runt-SMMHC FRET	NCF1 inh	Runt-CBFb FRET	RBBP9 inh	p97 inhibitor	EBV gp42 block	Furin inhibitor
O=C1c2ccccc2C(O)(Cc2ccccc2)N1C1CCCCC1 (stereo not drawn)	-23	2	-3	0	0	-5	6	-10	-16[20 µM]
COc1cc(Cl)c(C)cc1NC(=O)CSc1cc(Cl)ccc1Cl	2	-2	3	-29	8	-15	-3	-18	-23
CC(C)(C)n1nnnc1CN1CCSCC1	20	-7	-167	-4	1	-8	0	0	-26[20 µM]
Cc1nn(Cc2ccccc2)c(Cl)c1C(=O)OC(C)C#N (stereo not drawn)	34	6	3	5	1	-7	-8	1	-15
c1ccc(-c2cc(-c3nc(-c4ccccn4)no3)c3ccccc3n2)cc1	nt	-8	nt	nt	nt	-7	-5	nt	-12[20 µM]
Cc1ccc(-n2[nH]c(C)c(C=NCc3ccncc3)c2=O)cc1	-11	-26	-1	4	0	-4	-1	5	-14
CCOC(=O)c1c(CN2CCN(C)CC2)oc2ccc(OC)cc12	-84	7	0	2	-2	-4	-4	-12	-16
CCOc1ccc(NC(=O)N2CCCC2C(=O)NCC2CCCO2)cc1 (stereo not drawn)	-24	-3	1	4	0	-4	5	8	-27
N#Cc1c(-c2ccc(Cl)cc2)c2c([nH]c1=O)-c1ccccc1OC2	-333	-5	82*	-9	89*	-11	4	1	-13
Cc1cc(C)cc(OCC(O)CN2C(=O)NC(C)(C)C2=O)c1 (stereo not drawn)	-46	-11	-3	-9	5	5	-8	0	-21
CCOc1ccc(S(=O)(=O)N(C)c2ccc(OCC(=O)NCc3ccc(C(=O)OC)cc3)cc2)cc1	15	-2	-5	-10	-5	-7	-3	-5	-23
CCOC(=O)C1=C(C)NC2=C(C(=O)CC(C)(C)C2)C1c1ccc2c(c1)CCCN2C (stereo not drawn)	-34	-11	31	1	8	-5	2	-9	-5[20 µM]
CCN(CC)c1ccc(C(=O)OCC(=O)c2ccco2)cc1	14	-4	-1	-14	-2	-3	-2	-16	-25
c1ccc(-n2cnc3cc(NCc4ccco4)ccc32)cc1	8	4	3	2	4	-7	-3	-4	-16
C=CCN(c1ccccc1OC)S(=O)(=O)c1cccc(C(=O)OCC(=O)c2c[nH]c3ccccc23)c1	-22	8	-5	-54	3	-48	6	-25	-18

Whole records, looked up by structure. Values in the order: Calpain2 inh	Tb hexokinase	Runt-SMMHC FRET	NCF1 inh	Runt-CBFb FRET	RBBP9 inh	p97 inhibitor	EBV gp42 block	Furin inhibitor
CC(C)(C)n1nnnc1CN1CCSCC1 is entered as 20	-7	-167	-4	1	-8	0	0	-26[20 µM]
O=C1c2ccccc2C(O)(Cc2ccccc2)N1C1CCCCC1 (stereo not drawn) is entered as -23	2	-3	0	0	-5	6	-10	-16[20 µM]
CCOc1ccc(NC(=O)N2CCCC2C(=O)NCC2CCCO2)cc1 (stereo not drawn) is entered as -24	-3	1	4	0	-4	5	8	-27

Following part
SMILES	Calpain2 inh	Tb hexokinase	Runt-SMMHC FRET	NCF1 inh	Runt-CBFb FRET	RBBP9 inh	p97 inhibitor	EBV gp42 block	Furin inhibitor
CC(Sc1nncn1C)C(=O)NCc1ccc2c(c1)OCO2 (stereo not drawn)	6	4	2	-6	0	-7	-3	-6	-10
CC(=O)Nc1ccccc1OCC(=O)NCCC1=CCCCC1	-9	3	0	-9	-1	-8	9	-16	-41
CSc1ccc(/C=C/C(=O)c2ccc(NC(C)=O)cc2)cc1	-41	-1	-49	-19	-17	-22	-3	-19	-2[20 µM]
CC(=O)Nc1c(Cl)cc([N+](=O)[O-])c2ccccc12	-13	-11	1	-11	2	-2	4	7	-10
CCN(CC)CCN(Cc1cc2cccc(C)c2[nH]c1=O)C(=S)Nc1ccccc1	-30	-8	3	-9	3	-5	2	6	-4
COC(=O)NNC(=O)C1CCC(C)CC1 (stereo not drawn)	19	-1	2	-7	-2	-1	-4	2	-17
O=C(COC(=O)CC(c1ccccc1)c1ccccc1)NCc1ccccc1	5	7	2	-3	-4	-1	-1	7	10
CN(C)c1ccc(NC(=O)CC2NCCNC2=O)cc1 (stereo not drawn)	-18	1	1	-2	0	1	1	-18	-23[20 µM]
O=C(CCSc1nnc(-c2ccncc2)o1)Nc1ccccc1	20	-5	0	-4	0	0	1	2	-10[20 µM]
CCCCNC(=O)C1c2ccccc2C(=O)N(c2ccc(OC)cc2)C1c1ccc(OC)cc1 (stereo not drawn)	-21	-7	2	5	-2	7	-2	-3	-16[20 µM]
NS(=O)(=O)c1ccc(NC(=O)N2c3ccccc3Sc3ccccc32)cc1	-8	-1	-4	-2	-1	-5	3	3	-6[20 µM]
CCCCOC(=O)Nc1ccc(C(N)=O)cc1	-4	-5	-2	-4	-2	-6	2	-23	-17[20 µM]
O=C1NC(CCc2ccccc2)C(=O)N1Cc1ccc(Br)cc1 (stereo not drawn)	3	3	1	-4	-4	3	-1	-10	-19
COC(CNC(=O)C1CCCCC1C(=O)O)OC (stereo not drawn)	-6	0	-6	-8	-2	6	5	-7	-15
CSCCC(Nc1ccc(S(=O)(=O)N2CCOCC2)cc1[N+](=O)[O-])C(=O)OCC(=O)N(C(C)C)C(C)C (stereo not drawn)	22	-1	-5	-4	-11	2	-5	-2	-3

An excerpt from above in order of length of the SMILES, smallest number first:
SMILES	Calpain2 inh	Tb hexokinase	Runt-SMMHC FRET	NCF1 inh	Runt-CBFb FRET	RBBP9 inh	p97 inhibitor	EBV gp42 block	Furin inhibitor
CCN(CC)c1ccc(C(=O)OCC(=O)c2ccco2)cc1	14	-4	-1	-14	-2	-3	-2	-16	-25
CC(=O)Nc1c(Cl)cc([N+](=O)[O-])c2ccccc12	-13	-11	1	-11	2	-2	4	7	-10
CCOc1ccc(NC(=O)N2CCCC2C(=O)NCC2CCCO2)cc1 (stereo not drawn)	-24	-3	1	4	0	-4	5	8	-27
CCCCNC(=O)C1c2ccccc2C(=O)N(c2ccc(OC)cc2)C1c1ccc(OC)cc1 (stereo not drawn)	-21	-7	2	5	-2	7	-2	-3	-16[20 µM]
CCOC(=O)C1=C(C)NC2=C(C(=O)CC(C)(C)C2)C1c1ccc2c(c1)CCCN2C (stereo not drawn)	-34	-11	31	1	8	-5	2	-9	-5[20 µM]

The listing continues:
SMILES	Calpain2 inh	Tb hexokinase	Runt-SMMHC FRET	NCF1 inh	Runt-CBFb FRET	RBBP9 inh	p97 inhibitor	EBV gp42 block	Furin inhibitor
O=c1cc(CN2CCN(c3ccccc3F)CC2)c2cc(O)c(-c3ccccc3)cc2o1	22	-7	2	-3	8	-8	-4	3	1
CCN(CCNC(=O)Cn1c(=O)sc2ccccc21)c1ccccc1	-3	-7	4	-7	7	nt	nt	-13	-14
O=c1cc(O)c(-c2ccc(Cl)cc2)c(Cl)[nH]1	3	-15	-7	-13	6	0	4	-11	-1
COc1cc(/C=c2/sc3nc(-c4ccccc4)c(-c4ccccc4)n3c2=O)cc(OC)c1OC	-46	-26	-19	-1	-9	7	3	-4	-13
CCCOc1cccc(C(=O)NC(=S)Nc2cccc(NC(=O)c3ccccc3Cl)c2)c1	-7	7	-2	-17	6	-3	6	-12	-20
C/C(=N/NC(=O)C1CCN(S(=O)(=O)c2ccc(C)cc2)CC1)c1cccc([N+](=O)[O-])c1	-9	34	1	0	0	-6	5	-9	-7
CC(C)(C)NCCOCCOc1ccc(Cl)cc1C(C)(C)C	22	17	0	0	-3	-2	-3	-9	-15
CN1CCC2(CC1)NC(=O)NC2=O	-7	6	4	-11	0	-13	-4	-19	-6
COc1ccc(NC(=O)c2ccc(S(=O)(=O)N(C)c3ccccc3)cc2)cn1	-11	-7	2	-22	1	0	5	-4	-23
COc1ccc(C(c2nnnn2Cc2cccs2)N2CCN(c3ccccc3)CC2)cc1OC (stereo not drawn)	19	-7	0	-5	1	-7	-5	-7	-20
O=C(N/N=C/c1coc2ccccc2c1=O)c1cn(-c2ccccc2)nc1-c1ccc(F)cc1	-80	-11	-1	-12	-2	4	1	-14	-22
Cc1ccc(NC(=O)CCN2C(=O)c3ccncc3C2=O)cc1	17	27	-2	3	0	3	3	36	-17
